# Screening results (PubChem)
# AddAB inh = less growth of phage-infected E. coli with AddAB; E. coli expressing H. pylori AddAB, absorbance growth; inhibition, % at 11.9 µM; 0.29% of 330,000 active; AID 435030; in the data active means inhibition above about 12%;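 further: 0% = vehicle wells of infected cells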
# phage Ecoli inh = E. coli growth loss with phage present | growth absorbance | inhibition, % at 11.9 µM | 0.26% of 360,000 active; in the data active means inhibition above about 11%
# MITF TRPM1 HTS = increases MITF-driven TRPM1 promoter luciferase signal | SK-MEL-5 TRPM1-promoter luciferase, 24 h; % of positive control, neutral wells = 0 | activation, % at 12.5 µM | 0.75% of 300,000 active | AID 588334;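 active means mean activation of at least 80% with every replicate also reaching 80%; inconclusive means mean reaches 80% but some replicate falls short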;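 further: 0% = neutral control wells and 100% = parthenolide positive control wells; values of inactives mirror those of a sister screen read the other way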
# SR-BI DiI-HDL act = SR-BI HDL lipid transfer activation; AID 504775; 0.096% of 320,000 active; activation, % at 12.5 µM; CHO ldlA[mSR-BI] cells, DiI-HDL uptake fluorescence, 3 h; 100 = double the neutral-control signal;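 active means mean replicate activation of at least 60% and every replicate at or above 60%; inconclusive means mean or all-replicate condition met, but not both; inactive means mean below 60% and not all replicates reaching 60%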;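 further: 0% = median plate neutral-control signal and 100% = twice that signal; values of inactives mirror those of a sister screen read the other way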
#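 system = CHO ldlA[mSR-BI] cells, LDL receptor-null, SR-BI overexpressing | medium = Ham's F12 with 0.5% BSA, HEPES 25 mM, pH 7.4 | probe or stimulus = DiI-HDL 10 µg/mL | compound dosing = single-point compound dose | incubation = compound exposure 3 h, 37 °C | technique = DiI fluorescence, bottom read | read-out = cell-associated DiI fluorescence as measure of HDL uptake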
# CAL PDZ FP-1 = blocks peptide binding to human CAL PDZ domain. purified CAL PDZ, TMR-peptide fluorescence polarization, 1 h. inhibition, % at 20 µM. 0.02% of 330,000 active. AID 504414;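 active means highest replicate inhibition of at least 40%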;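 further: plate controls were DMSO neutral control wells for no effect and unlabeled competitor peptide control wells for full effect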
#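 Assay system – tagged CAL PDZ protein CerCALP, purified · Timing – 1 h at RT · Compound – single point, 20 µM · Measured by – fluorescence polarization from S- and P-plane intensities, G-factor corrected · Evaluation – inhibition from polarization loss · Probe or stimulus – TMR reporter peptide T*-PRC34 · Buffer or medium – pH 7.4 phosphate-saline buffer, reducing agent, detergent, IgG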
# Ecoli viability = bacterial growth inhibition, counter-screen for AddAB inhibitors; E. coli V3065 growth, OD600 absorbance, 18 h; inhibition, % at 11.9 µM; 0.27% of 330,000 active;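 active means inhibition above the campaign's mean inhibition across all tested compounds plus 3 SD, cut at about 9.9% in these data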;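 further: uninfected addAB+ strain grown without phage in ampicillin broth; 0% = DMSO wells and 100% = ciprofloxacin 0.95 µg/ml wells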
# Tat export inh = blocks Tat-dependent protein export in E. coli; 0.036% of 340,000 active; AID 488895; inhibition, % at 10 µM; E. coli MC4100 TorA-mCherry Tat export, fluorescence;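 active means mean replicate inhibition at least 50% and at least half of replicates individually reaching 50%; inconclusive means only one of the two criteria met; inactive means neither criterion met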;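 further: exported cargo escapes ClpAP degradation while cytoplasmic cargo is degraded and loses fluorescence; 0% = median of neutral control wells and 100% = median of NaSCN control wells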
# CAL PDZ FP-2 = CAL PDZ (human) peptide binding inhibition | inhibition, % at 24.9 µM | 0.92% of 300,000 active | purified CAL PDZ, TMR-peptide fluorescence polarization, 1 h | AID 602252;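 active means mean inhibition of at least 30% with at least half of replicates also reaching 30%; inconclusive means no clear call, values can overlap the other calls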;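 further: 0% = DMSO neutral control and 100% = excess unlabeled competitor peptide PRC23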
# SR-BI DiI inh = blocks mouse SR-BI lipid uptake from DiI-HDL; ldlA[mSR-BI] CHO cells, DiI-HDL uptake fluorescence, 3 h; inhibition, % at 12.5 µM; 0.96% of 320,000 active; AID 488896;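 active means mean replicate inhibition of at least 70% and a set share of replicates each scoring 70 or more; inconclusive means meets just one of the two criteria; inactive means fails both criteria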;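 further: 0% = median of neutral control wells and 100% = median of positive control wells; values of inactives mirror those of a sister screen read the other way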
# Target sequence (Q61009 whole entry, looked up): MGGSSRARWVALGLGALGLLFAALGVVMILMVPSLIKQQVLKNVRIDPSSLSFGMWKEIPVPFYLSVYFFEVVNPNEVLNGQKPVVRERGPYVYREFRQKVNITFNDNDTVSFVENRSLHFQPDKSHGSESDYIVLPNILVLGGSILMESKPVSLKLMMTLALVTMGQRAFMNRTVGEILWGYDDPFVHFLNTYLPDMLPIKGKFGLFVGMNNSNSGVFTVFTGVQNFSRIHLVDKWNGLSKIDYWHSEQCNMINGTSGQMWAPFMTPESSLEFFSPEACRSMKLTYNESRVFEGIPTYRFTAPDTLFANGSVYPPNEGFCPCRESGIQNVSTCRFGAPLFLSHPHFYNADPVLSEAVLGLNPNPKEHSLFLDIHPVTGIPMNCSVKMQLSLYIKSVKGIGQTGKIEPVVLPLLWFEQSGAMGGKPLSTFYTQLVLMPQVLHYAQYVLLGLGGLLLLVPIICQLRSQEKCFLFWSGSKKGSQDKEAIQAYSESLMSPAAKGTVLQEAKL
# Wnt bcat act = activates Wnt/beta-catenin signaling in a reporter cell assay. activator, plate reader. activation, % at 9.35 µM. 1.2% of 300,000 active. AID 743398; in the data active means activation above about 30%, passing the limit was not always enough; inconclusive means no clear call, values can overlap the other calls;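 further: 0% = neutral control wells and 100% = positive control wells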
# Numbers without * were called inactive; ? = inconclusive; nt = not tested or not shown.
entry	Structure	AddAB inh	phage Ecoli inh	MITF TRPM1 HTS	SR-BI DiI-HDL act	CAL PDZ FP-1	Ecoli viability	Tat export inh	CAL PDZ FP-2	SR-BI DiI inh	Wnt bcat act
1	O=C(CC1C(=O)NCCN1Cc1ccccc1)NCCC1=CCCCC1 (centres undefined)	-0.9	6.3	7	22	-2.1	-1.3	-2	4	-22	-8
2	COc1cc2c(cc1OC)C(C(=O)NCC1COc3ccccc3O1)C(c1cccnc1)N(C)C2=O (centres undefined)	2.3	3.5	nt	nt	nt	-0.8	nt	nt	nt	-8
3	CC1CCC2(CC1)NC(=O)N(CC(=O)c1ccc(Cl)s1)C2=O (centres undefined)	-1.0	-1.7	13	5	-1.3	-1.8	-4	-3	-5	-2
4	O=C(CN(CCc1ccccc1)S(=O)(=O)c1ccc(Cl)cc1)N/N=C/c1ccccc1C(=O)O	-0.7	3.2	-3	20	-1.0	-1.3	-17	1	-20	15
5	c1ccc(-c2nn3c(-c4ccccc4)nnc3s2)cc1	0.8	3.0	nt	-9	-0.2	0.3	4	3	9	nt
6	O=C(Nc1cc([N+](=O)[O-])ccc1N1CCCC1)c1cccs1	1.7	2.0	-3	-9	-0.4	-0.3	1	-8	9	-3
7	COc1ccc(F)cc1S(=O)(=O)N1CCCCC1	1.3	2.8	-2	nt	-0.5	3.8	5	-3	nt	-1
8	Cc1ccccc1NC(=O)C1CCN(C2=NS(=O)(=O)c3ccccc32)CC1	2.2	2.5	7	3	0.2	1.4	3	-5	-3	-1
9	CCC1CCCCN1C(=O)COc1ccc2c3c(c(=O)oc2c1)CCC3 (centres undefined)	1.6	1.1	7	-37	0.9	3.5	4	nt	37	0
10	COCCN(C(=O)CC1OC(=O)c2ccccc21)c1c(N)n(Cc2ccccc2)c(=O)[nH]c1=O (centres undefined)	-1.3	1.1	nt	18	-0.1	-3.5	1	-3	-18	0
11	CCOc1ccc(OCc2ccc(C(=O)Nc3cccnc3)cc2)cc1	0.2	1.4	54	-3	0.1	2.6	-2	5	3	-4
12	CCC(=O)N1CCN(c2ccc(NC(=S)NC(=O)C(C)C)cc2)CC1	1.8	1.4	-9	20	0.8	-0.7	-3	-4	-20	0
13	C[C@H](CO)N1C[C@H](C)[C@@H](CN(C)C(=O)NC2CCCCC2)Oc2c(NS(=O)(=O)c3ccc(F)cc3)cccc2C1=O	3.2	1.3	4	4	-1.3	-2.4	2	-4	-4	1
14	Cc1ccc(N/N=C/C=C/c2ccco2)cc1	0.5	8.6	99*	-7	-0.3	-0.5	0	-1	7	27
15	CSc1ncccc1C(=O)Nc1nccs1	1.1	1.8	-1	-2	-0.8	-2.5	-4	-8	2	1
16	O=C(CCNS(=O)(=O)c1ccccc1F)NC1CCCCCC1	0.6	3.9	11	-10	-0.6	-2.6	-6	2	10	4
17	CN(Cc1c(C(=O)N/N=C/c2ccccc2F)nnn1-c1nonc1N)c1ccccc1	4.3	3.2	-9	3	-2.6	-2.3	-4	-3	-3	2
18	CCC(=O)c1ccc(OCc2ccccc2)c(OC)c1	2.4	0.7	101*	-8	-0.8	0.1	2	-3	8	nt
19	CC(C)CCn1nnnc1C(c1ccccc1)N1CCN(C)CC1 (centres undefined)	0.7	1.6	1	29	-1.7	-3.4	-3	0	-29	nt
20	O=C(Nc1ccc(-c2nc3ccccc3s2)c(O)c1)C1=COCCO1	3.9	1.7	38	-37	0.0	0.7	20	1	37	4
21	COc1cccc(Nc2ccc(Nc3cccc(OC)c3)nn2)c1	3.7	3.5	0	-21	-0.5	1.3	3	-1	21	nt
22	COc1ccc2oc(C(=O)N3CCN(S(=O)(=O)c4cccc([N+](=O)[O-])c4)CC3)c(C)c2c1	-2.6	1.8	1	-52	-0.8	-2.1	6	-2	52	-3
23	COc1ccc(CCC(C)N2CCOCC2)cc1 (centres undefined)	3.9	4.5	nt	4	-1.3	0.3	-2	-3	-4	1
24	Cc1ccc(S(=O)(=O)Oc2ccc(/C=C(/NC(=O)c3ccccc3)C(=O)NC(C)C(=O)O)cc2)cc1 (centres undefined)	0.6	2.0	20	19	-2.6	-0.1	-2	-2	-19	-1
25	CC1CCCCC12NC(=O)N(CC(=O)Nc1sc3c(c1C(N)=O)CCC3)C2=O (centres undefined)	-0.1	0.2	-6	-8	-2.7	0.0	1	-4	8	nt
26	CC(=O)N/N=C(\C)c1cccc(NC(=O)c2cccs2)c1	3.4	3.4	-2	-7	-0.6	-0.7	9	-3	7	2
27	Cc1noc(C)c1COc1ccccc1C(=O)N(C)CC(=O)Nc1cccc(F)c1	6.0	2.4	13	-13	-1.1	1.4	1	2	13	3
28	Cc1ccc2cc(CCNS(=O)(=O)c3ccc(F)cc3)c(=O)[nH]c2c1	2.3	0.8	-7	6	-1.1	-0.3	8	nt	-6	-4
29	O=C(COc1ccc(F)cc1)N1CCCc2ccccc21	1.0	1.7	1	-1	-1.5	-0.2	0	-4	1	1
30	O=C(c1c[nH]c(C(=O)C(Cl)(Cl)Cl)c1)c1ccc(F)cc1F	-1.3	2.9	-6	0	1.4	-0.3	-3	-2	0	-1
31	CCSc1nnc(NC(=O)Cc2ccccc2OC)s1	-2.4	0.8	3	23	-2.0	-2.3	-1	-1	-23	-2
32	CCN1CCC(NC(=O)Nc2cccc(C(F)(F)F)c2)CC1	1.8	2.3	2	-10	-2.9	-1.1	1	1	10	-8
33	CCOc1ccc(-c2nc(CN(Cc3ccccc3)C[C@@H]3CCC(=O)N3)c(C)o2)cc1	0.1	2.8	-24	-31	-2.1	-0.7	11	nt	31	-1
34	CCN(CC(=O)Nc1c(F)cccc1F)C(=O)Cn1[nH]c(=O)c2ccccc2c1=O	0.3	2.4	-7	13	-0.3	-0.2	-4	78*	-13	-6
35	Cc1nn(C(C)C(=O)NCc2ccco2)c(C)c1[N+](=O)[O-] (centres undefined)	1.9	-1.1	-2	nt	2.2	-1.8	-4	0	nt	-2
36	CCOC(=O)c1c(N)sc(C(=O)Nc2ccccc2F)c1C	-1.0	5.8	69	-22	0.1	1.8	-1	nt	22	16
37	Cc1ccccc1Cn1nc(C)c(NC(=O)c2cc(-c3cccs3)on2)c1C	2.1	nt	-11	-38	-1.7	2.7	-8	nt	38	nt
38	CCOc1ccc(C(C)=O)cc1Cn1nc(C(=O)O)c2ccccc2c1=O	4.6	2.2	nt	20	-2.1	-0.6	5	-3	-20	-11
39	Cc1cc(C)cc(N2C(=O)CC(n3ccnc3)C2=O)c1 (centres undefined)	1.6	1.4	-7	nt	0.1	-0.4	7	12	nt	0
40	CC(=O)N(Cc1cc2ccccc2[nH]c1=O)c1ccc(C)cc1	6.7	0.7	16	-9	-3.8	-0.2	1	1	9	-1
41	CN(C)c1cc(-c2ccc(Cl)cc2)oc(=O)c1Cl	-0.4	0.6	-18	-51	-4.7	-2.5	-4	nt	51	-1
42	CCN(C(=O)CSc1ccc2ccccc2n1)C1CCS(=O)(=O)C1 (centres undefined)	0.8	-2.1	13	-7	0.1	1.8	7	2	7	-1
43	O=C(O)C1(P(=O)(c2ccccc2)c2ccccc2)CCC1	1.5	2.8	-13	-3	0.7	-3.5	2	-6	3	nt
44	O=C(c1ccc(Br)cc1)c1coc2ccc(O)cc12	-0.5	4.0	?	-29	-2.6	0.8	-9	-6	29	40*
45	CN(C)C(=O)N1CCC(C(=O)N2CCCC(C(=O)c3ccc(C(C)(C)C)cc3)C2)CC1 (centres undefined)	4.2	2.6	-4	13	-1.5	0.3	-5	0	-13	-4
46	O=C(CCc1ccccc1)NC1(Cc2ccccc2)CCN(CCc2cccs2)C1=O (centres undefined)	0.4	2.7	-1	7	0.1	-3.6	7	2	-7	-3
47	O=C(NCCOc1ccccc1Cl)c1ncn[nH]1	1.9	4.3	15	10	-2.9	-3.6	-1	7	-10	nt
48	CCCCN(C(=O)C1CCC1)c1c(N)n(CC(C)C)c(=O)[nH]c1=O	2.9	3.2	-1	26	-0.5	1.0	0	nt	-26	-1
49	N=c1c(C(=O)NCCc2ccccc2)cc2c(=O)n3ccccc3nc2n1Cc1ccco1	2.5	1.1	15	nt	-1.1	-0.1	1	nt	nt	0
50	CC(=O)Nc1cccc(C(=O)N2CCN(Cc3ccccc3)CC2)c1	2.8	3.9	-20	7	-0.2	-1.7	-3	-5	-7	-4
51	COc1ccc(NC(=O)c2ccc(-c3nn(C)c(=O)c4ccccc34)cc2)cc1C(N)=O	1.6	-0.1	4	-51	-0.7	-1.9	0	-5	51	2
52	O=C(c1ccc(-n2cncn2)c([N+](=O)[O-])c1)N1CCN(S(=O)(=O)c2ccccc2Br)CC1	-0.5	2.5	-4	7	-3.5	2.0	2	-1	-7	-2
53	CN(C(=O)NC1CC(=O)N(c2ccc3c(c2)OCCO3)C1)c1ccccc1 (centres undefined)	5.8	4.6	-7	-26	-2.6	1.9	-3	-8	26	0
54	COc1cccc(CN(C)C(=O)C23CC4CC(CC(NC(C)=O)(C4)C2)C3)c1OC	nt	2.3	0	8	-1.9	nt	-3	2	-8	4
55	COC(=O)C1C(=O)C(C(=O)c2ccccc2)C(=O)CC1(C)C (centres undefined)	-2.0	2.6	-4	6	0.8	-1.0	3	-1	-6	-1
56	Cc1ccc(CC(=O)Nc2cc(C)on2)cc1	-0.8	nt	7	13	-1.7	-1.7	8	-7	-13	nt

# Next compounds.
entry	Structure	AddAB inh	phage Ecoli inh	MITF TRPM1 HTS	SR-BI DiI-HDL act	CAL PDZ FP-1	Ecoli viability	Tat export inh	CAL PDZ FP-2	SR-BI DiI inh	Wnt bcat act
57	NNC(=S)Nc1ccc(S(=O)(=O)N2CCCCC2)cc1	0.0	-1.0	-7	-4	-4.9	-1.1	-3	-4	4	-1
58	COC(=O)CCC(=O)Nc1c(C)n(C)n(-c2ccccc2)c1=O	1.5	4.1	0	5	-1.4	-0.3	-1	4	-5	-7
59	COCc1c(C(=O)OCC(=O)NCCc2ccc(S(N)(=O)=O)cc2)oc2ccccc12	-0.1	0.9	-8	9	-1.1	-0.9	-3	-5	-9	1
60	OCCNc1nc(Nc2ccccc2OC(F)(F)F)nc(N2CCCC2)n1	3.1	-0.2	22	-28	-1.0	-0.5	11	-4	28	-2
61	CC1CCN(C(=O)/C(=C\c2cccs2)NC(=O)c2ccccc2)CC1	-1.2	3.3	3	-5	-1.7	0.3	5	-1	5	0
62	COc1ccc(Cl)cc1NC(=S)NNC(=O)CC(C)C	2.7	2.3	7	17	-1.8	1.3	-5	-4	-17	-1
63	Cc1cc(C)cc(OCC(O)CN2CC(C)OC(C)C2)c1 (centres undefined)	4.0	1.9	-9	15	0.1	0.2	1	-4	-15	-2
64	CC(=O)c1cccc(NC(=O)/C(=C\c2cccnc2)NC(=O)c2ccc(C)cc2)c1	3.6	0.7	-10	1	-3.7	-3.3	1	-4	-1	4
